Gli-Sufu block = Gli-Sufu pathway antagonists, primary screen, luciferase luminescence, Sufu-KO-LIGHT cells, uHTS; Sufu-KO-LIGHT fibroblasts, Gli luciferase reporter luminescence; inhibition, % at 5 µM; AID 588413, 2011; actives 0.74% (n = 340,000);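 active = inhibition above about 55%, limit read from the data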;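 note: 0% = DMSO-treated cells and 100% = wells with medium but no cells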
APJ antagonist = antagonists of human apelin receptor APJ, primary screen, CHO-K1 cells, beta-arrestin complementation, luminescence. inhibition, % at 20 µM. actives 0.32% (n = 330,000). AID 2521, 2010;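 active = inhibition above about 40% at 20 µM, limit read from the data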;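 note: cells challenged with 10 nM apelin-13 agonist together with compound; plate controls were apelin-13 plus DMSO wells for no effect and DMSO wells lacking apelin-13 for full effect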
EBI2 block = EBI2 receptor antagonists, beta-arrestin recruitment, primary screen, cell-based, luminescence, 7a,25-OHC stimulation, uHTS. actives 0.81% (n = 360,000). inhibition, % at 5 µM. G-protein coupled receptor 183 (Homo sapiens), P32249. AID 651636, 2012. 7a,25-OHC stimulated; in the data active = inhibition above about 38%;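 note: enzyme fragment complementation signal reports receptor beta-arrestin coupling in cells; 0% = agonist plus DMSO wells and 100% = wells without agonist; some results beyond the cut were filed as inactive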
UBC13 inh = UBC13 polyubiquitin chain formation inhibitors, primary screen, biochemical, TR-FRET, uHTS; inhibition, % at 20 µM; actives 0.47% (n = 330,000); AID 485273, 2010; Ubiquitin-conjugating enzyme E2 N (Homo sapiens), P61088; in the data active = inhibition above about 45%, passing the limit was not always enough; inconclusive = no clear call, values can overlap the other calls
Target sequence (P61088 whole entry, looked up): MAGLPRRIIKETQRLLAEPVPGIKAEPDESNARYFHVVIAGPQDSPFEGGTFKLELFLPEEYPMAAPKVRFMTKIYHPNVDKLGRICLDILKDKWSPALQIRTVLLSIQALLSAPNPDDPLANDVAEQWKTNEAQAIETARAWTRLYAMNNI
ATG4B inh = ATG4B protease inhibitors, primary screen, biochemical, fluorescence, uHTS; Cysteine protease ATG4B (Homo sapiens), Q9Y4P1; ATG4B cleavage of LC3-PLA2, NBD-HPC fluorescence, 1 h; actives 0.51% (n = 340,000); AID 504462, 2011; inhibition, % at 8.33 µM; in the data active = inhibition above about 40%
Target sequence (Q9Y4P1 whole entry, looked up): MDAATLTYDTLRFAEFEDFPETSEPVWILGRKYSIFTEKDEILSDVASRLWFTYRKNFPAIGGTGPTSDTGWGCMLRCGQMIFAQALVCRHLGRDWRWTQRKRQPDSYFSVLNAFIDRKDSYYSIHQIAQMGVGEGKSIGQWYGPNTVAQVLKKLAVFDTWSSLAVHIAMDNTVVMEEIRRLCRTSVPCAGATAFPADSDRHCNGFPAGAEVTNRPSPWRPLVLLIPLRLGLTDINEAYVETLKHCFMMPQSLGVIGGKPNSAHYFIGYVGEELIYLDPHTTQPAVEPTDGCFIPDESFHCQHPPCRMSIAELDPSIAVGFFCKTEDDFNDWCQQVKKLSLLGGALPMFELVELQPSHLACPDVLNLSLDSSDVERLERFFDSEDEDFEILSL
APJ agonist = agonists of human apelin receptor APJ, primary screen, CHO-K1 cells, PathHunter beta-arrestin, luminescence. actives 0.11% (n = 330,000). AID 2520, 2010. activation, % at 20 µM. 0% DMSO wells, 100% apelin. P35414;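 active = activation more than six SD over the plate average, tested at 20 µM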;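 note: 0% = DMSO alone and 100% = apelin-13 at 10 nM; some results filed as inactive read as strong as hits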
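system = engineered CHO-K1 APJ arrestin reporter cells | input = 1000 cells per well | timing = overnight seeding, 90 min compound at 25 °C, 1 h detection | measured by = enzyme-fragment complementation luminescence | read-out = beta-arrestin recruitment to APJ as agonist activity, luminescent signal | control set = negative DMSO alone, positive Apelin-13 at 10 nM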
CXCR6 block = CXCR6 receptor inhibitors, primary screen, cell-based, beta-arrestin, luminescence, CHO-K1 PathHunter, 1536-well. C-X-C chemokine receptor type 6 (Homo sapiens), O00574. actives 0.36% (n = 360,000). AID 602244, 2012. inhibition, % at 20 µM; in the data active = inhibition above about 34%, passing the limit was not always enough;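 note: antagonist mode with CXCL16 agonist at 10 nM final; 0% = 10 nM CXCL16 with DMSO and 100% = unstimulated wells without agonist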
Target sequence (O00574 whole entry, looked up): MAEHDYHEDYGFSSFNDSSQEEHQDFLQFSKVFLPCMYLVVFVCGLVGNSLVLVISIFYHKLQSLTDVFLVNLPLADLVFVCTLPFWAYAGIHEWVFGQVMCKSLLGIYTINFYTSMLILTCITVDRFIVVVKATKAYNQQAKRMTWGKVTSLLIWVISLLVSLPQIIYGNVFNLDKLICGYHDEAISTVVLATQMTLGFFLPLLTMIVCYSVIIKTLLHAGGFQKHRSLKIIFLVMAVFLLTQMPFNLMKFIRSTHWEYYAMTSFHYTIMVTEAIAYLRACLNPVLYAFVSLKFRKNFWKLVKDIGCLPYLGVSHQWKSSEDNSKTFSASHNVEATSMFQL
CCR6 antag = CCR6 receptor antagonists, primary screen, cell-based, CHO-K1, luminescence, beta-arrestin, uHTS | inhibition, % at 20 µM | AID 493098, 2011 | actives 0.49% (n = 340,000) | C-C chemokine receptor type 6 (Homo sapiens), P51684 | CHO-K1 CCR6 PathHunter beta-arrestin, CCL20-stimulated;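 active = compounds whose inhibition of the agonist-driven luminescence signal at 20 µM reaches about 50%, limit read from the data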;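 note: cells stimulated with CCL20 at 14 nM final; plate controls were DMSO with CCL20 for no effect and DMSO without agonist for full effect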
* hit, by the source's call; ? = inconclusive; . = not tested or not shown.

SMILES | Gli-Sufu block | APJ antagonist | EBI2 block | UBC13 inh | ATG4B inh | APJ agonist | CXCR6 block | CCR6 antag
COc1ccc(C2CC(c3c(-c4ccccc4)c4cc(Cl)ccc4[nH]c3=O)=NN2S(C)(=O)=O)cc1 (stereo unspecified) | -2.9 | 15.6 | 26.0 | 19.8 | 3.4 | -0.5 | 14.5 | -9.5
Nc1nc(SCCO)[nH]c(=O)c1NC(=O)c1ccco1 | 1.0 | -4.2 | -3.2 | -4.2 | -0.2 | -2.5 | -5.5 | -2.4
C=CCNC(=O)c1onc(CSc2ccc(C(C)C)cc2)c1C(=O)O | 0.2 | 17.8 | 1.2 | -9.2 | -6.2 | -1.6 | -2.0 | 1.3
C/C(=N\NC(=O)c1cc(C)nc2ccccc12)c1ccncc1 | 10.8 | 15.2 | 3.4 | -1.0 | 3.5 | -0.9 | 0.3 | -4.2
N#Cc1c2c(c(Nc3ccc(O)cc3)n3c1nc1ccccc13)CCC2 | 3.8 | -31.2 | -61.6 | 4.7 | -2.8 | 5.1 | -8.2 | 8.2
CC(OC(=O)CNC(=O)c1ccc2ccccc2c1)C(=O)N(C)C1CCCCC1 (stereo unspecified) | 17.2 | 17.5 | 50.4* | 2.5 | -1.6 | -5.2 | 11.1 | 13.7
COc1ccc(C(=O)N/C(=C\c2cccs2)C(=O)N2CCN(C)CC2)cc1OC | -3.5 | 20.0 | -0.3 | -5.9 | 5.0 | 0.2 | 1.3 | 2.6
CCN(CC(=O)Nc1ccccc1C(F)(F)F)C(=O)c1ccccc1SCC(=O)N1CCCC1 | -5.4 | 16.3 | -11.9 | 15.7 | -5.5 | -7.2 | 7.9 | -1.4
CC(=O)N1N=C(c2ccncc2)OC1(Cc1ccccc1)Cc1ccccc1 | 4.6 | 9.8 | 4.8 | 13.2 | 2.6 | -0.5 | 4.7 | 11.7
CCSc1ccc2nnc(-c3cccc(F)c3)n2n1 | 3.7 | -4.5 | 4.5 | 9.4 | 0.4 | -3.1 | 0.3 | -1.3
COc1cccc(CN2CCC(n3nccc3NC(=O)C3CC3)CC2)c1 | 9.6 | -6.7 | -10.9 | 1.3 | -4.8 | -1.9 | 5.2 | 5.3
COCCN(C(=O)CCC(=O)Nc1cccnc1)C(C(=O)NC1CCCCC1)c1ccccc1 (stereo unspecified) | 2.1 | -8.7 | -0.5 | -4.7 | -5.3 | -9.9 | 5.1 | -0.4
OCC(O)CN(c1ccccc1)c1ccccc1 (stereo unspecified) | -1.2 | -6.7 | -13.6 | 20.6 | -2.8 | -1.2 | 0.9 | 1.0
O=C(CSc1ncn[nH]1)Nc1ccc(Cl)c(S(=O)(=O)N2CCOCC2)c1 | 7.5 | -6.4 | 0.7 | -12.3 | 6.4 | -0.1 | -8.9 | 7.2
Cc1ccc(C(=O)/C=C/NCc2ccc(F)cc2)cc1 | -13.2 | -21.9 | 5.9 | -8.2 | 34.0 | -2.4 | 3.8 | 2.8
CC1CN(S(=O)(=O)c2ccc(NC(=O)CCN3C(=O)c4ccccc4C3=O)cc2)CC(C)O1 (stereo unspecified) | 11.6 | -19.6 | -4.8 | -13.0 | -8.5 | -3.5 | -0.1 | 5.8
COc1ccc(N2CCN(C(=O)CN(C)S(=O)(=O)c3cccs3)CC2)cc1 | -3.5 | -6.2 | 6.7 | 5.9 | -0.1 | -0.4 | 3.5 | 6.2
O=[N+]([O-])c1nn(-c2ccc3c(c2)OCCO3)n(O)c1=NCCCO | -27.6 | -29.5 | -17.8 | -20.0 | 2.6 | 10.2 | -7.8 | -9.4
CCOc1ccc(NC(=O)C(=O)NCCN2CCN(C(=O)c3ccc(C)cc3)CC2)cc1 | -22.7 | 2.8 | 7.8 | 5.8 | -8.1 | -0.8 | -3.0 | -3.4
Cc1ccc(CNC(=O)C(CCC(N)=O)NC(=O)OCc2ccccc2)cc1 (stereo unspecified) | -1.2 | 14.2 | -6.0 | -0.4 | -2.0 | -1.9 | 0.1 | 0.8
Cn1c(=O)c2c(nc3n2CC(CO)O3)n(C)c1=O (stereo unspecified) | 3.1 | 14.7 | -6.1 | 2.6 | 0.1 | -2.1 | 9.9 | 14.2
COc1cccc(C2Nc3cccc4cccc(c34)N2)c1 | 2.6 | 6.7 | -11.6 | -20.0 | -5.3 | 8.2 | -5.0 | 8.3
CCn1c(SCC(=O)NCC(=O)Nc2ccc(F)cc2)nnc1-c1ccncc1 | -3.9 | -12.6 | -6.0 | 1.2 | -1.6 | 6.8 | 3.9 | -11.9
COc1ccc(NC(=O)COC(=O)CCc2ccc(S(=O)(=O)N3CCOCC3)cc2)c(OC)c1 | -4.7 | -3.1 | 1.5 | 11.6 | -5.6 | -2.9 | 0.0 | 8.2
CCCc1noc2c1C(c1cc(Br)ccc1F)C(C#N)=C(N)N2 (stereo unspecified) | 2.3 | -16.6 | 12.8 | -1.3 | -11.7 | -1.2 | 1.8 | 8.8

Single records, as listed above.
C=CCNC(=O)c1onc(CSc2ccc(C(C)C)cc2)c1C(=O)O is listed with Gli-Sufu block = 0.2; APJ antagonist = 17.8; EBI2 block = 1.2; UBC13 inh = -9.2; ATG4B inh = -6.2; APJ agonist = -1.6; CXCR6 block = -2.0; CCR6 antag = 1.3
CC(OC(=O)CNC(=O)c1ccc2ccccc2c1)C(=O)N(C)C1CCCCC1 (stereo unspecified) is listed with Gli-Sufu block = 17.2; APJ antagonist = 17.5; EBI2 block = 50.4*; UBC13 inh = 2.5; ATG4B inh = -1.6; APJ agonist = -5.2; CXCR6 block = 11.1; CCR6 antag = 13.7

Additional results
SMILES | Gli-Sufu block | APJ antagonist | EBI2 block | UBC13 inh | ATG4B inh | APJ agonist | CXCR6 block | CCR6 antag
COc1ccccc1N=Cc1c(O)c2ccccc2oc1=O | 1.0 | 6.8 | 5.6 | 2.3 | -1.6 | -1.1 | 10.1 | 14.4
COc1ccc(C(C)=O)cc1CN1C(=O)NC(CC(C)C)C1=O (stereo unspecified) | -11.5 | -1.2 | -6.3 | -7.5 | -2.0 | -3.3 | 8.6 | 8.9
COc1ccc(CCN(C)CC(O)c2ccccc2)cc1OC (stereo unspecified) | -5.5 | -17.6 | -1.8 | -4.7 | -13.5 | -3.4 | 0.3 | -7.2
COc1ccc(C(=O)COC(=O)CN2C(=O)C3C4C=CC(C5CC45)C3C2=O)cc1 (stereo unspecified) | -5.4 | 6.4 | 2.6 | 3.0 | -6.9 | 6.9 | 2.4 | -17.0
O=C(NCCc1cccs1)c1cccs1 | -74.3 | -13.6 | -1.3 | -0.6 | 8.8 | 0.3 | 2.5 | 7.5
CCOC(=O)c1cn(CC(=O)Nc2ccccc2C(=O)OCC)nn1 | 5.4 | 10.1 | -11.7 | -0.9 | 0.3 | -0.1 | -7.8 | 9.8
CC[C@@H](C)[C@H](N)C(=O)NC[C@H]1O[C@@H](n2cnc3c(N)ncnc32)[C@H](O)[C@@H]1O | -3.0 | . | 0.2 | . | 3.0 | . | 2.2 | 13.6
CCC(=Nc1ccccc1O)C1=C(O)CC(c2ccccc2)CC1=O (stereo unspecified) | -3.9 | 25.1 | -9.2 | -1.0 | 1.3 | -0.6 | -12.4 | 11.1
Clc1cncc(Cl)c1N/N=C/c1ccccc1 | -16.2 | -6.0 | -0.5 | 0.8 | -0.3 | 1.3 | -4.3 | -4.4
CCOC(=O)C(CSCc1ccccc1)NC(=O)OC(C)(C)C (stereo unspecified) | 34.8 | 15.7 | -12.0 | 4.9 | 2.2 | -2.6 | 1.8 | 22.4
CCOC(=O)c1ccc(NCC(O)COc2ccccc2)cc1 (stereo unspecified) | 6.5 | -5.2 | 17.5 | 1.9 | -0.3 | -3.9 | 10.4 | -14.6
O=C(CN1CCN(c2ccccc2)CC1)NC(=O)NCc1ccccc1 | -3.6 | 2.2 | -9.0 | -2.2 | 6.1 | -4.5 | -0.1 | 18.6
COc1ccc(N2CCN(C(=O)C3(C)CC3(Cl)Cl)CC2)cc1 (stereo unspecified) | 2.6 | 0.5 | 4.0 | 12.3 | 0.1 | -3.8 | -0.3 | 0.8
C[C@H](CO)N1C[C@H](C)[C@@H](CN(C)Cc2ccc(C(=O)O)cc2)Oc2c(NS(=O)(=O)c3ccc(F)cc3)cccc2C1=O | 17.2 | 8.1 | 0.9 | 2.9 | -3.2 | -1.2 | -7.6 | -1.0
O=C(CN1C(=O)/C(=C/c2ccccc2)SC1=S)NNC(=O)c1ccccc1O | 6.3 | -7.9 | 2.4 | -12.3 | 6.8 | -4.1 | -1.7 | 29.1
Brc1cccc(-c2n[nH]c(-c3ccccc3)n2)c1 | -58.5 | 0.1 | 14.9 | 11.9 | -10.2 | 0.1 | -16.1 | -8.7
Cc1cccc(OC(C)C(=O)N2CCCc3ccccc32)c1 (stereo unspecified) | 1.8 | 12.5 | 10.8 | 7.0 | 5.3 | -1.7 | -0.4 | 3.5
CSCCC(NC(=O)COc1ccccc1)C(=O)N1CCCC(C)C1 (stereo unspecified) | -6.6 | 9.5 | -5.2 | -3.2 | 0.0 | 1.6 | 4.3 | 2.8
COc1ccc(-c2c(C)nn(Cc3ccccc3)c2N)cc1 | 33.4 | 3.3 | -0.2 | -3.3 | 1.1 | -4.7 | 4.4 | -0.1
O=C(CN1C(=O)NC2(CCCCCCC2)C1=O)N1CCN(C(=O)c2ccco2)CC1 | -6.0 | 17.2 | -7.4 | -5.4 | 0.2 | 0.1 | -23.7 | 3.3
CCCn1c(SCC(=O)Nc2ccc(F)c(Cl)c2)nc(O)cc1=O | 4.8 | 9.9 | 7.6 | -5.8 | 2.5 | 1.0 | 0.0 | 0.6
CN(C(=O)CSCC(=O)O)C1CCCCC1 | 1.0 | -6.6 | -2.1 | 6.1 | -7.6 | -2.5 | -2.9 | -2.6
CNC(=O)[C@@H]1C[C@H]1[C@@H](NC(=O)CNC(=O)OCc1ccccc1)c1ccccc1 | -3.9 | 9.3 | . | 1.3 | -0.3 | -1.4 | . | 1.3
CCCc1cc(=O)[nH]c(SCc2ccc(F)cc2)n1 | 0.8 | 3.2 | -4.7 | 1.5 | 1.4 | -4.2 | -7.1 | 5.9
CC(=O)c1ccc(NC(=O)c2ccc(-n3cncn3)c([N+](=O)[O-])c2)cc1 | 8.1 | -71.7 | -7.2 | -3.7 | 4.5 | 13.4 | 2.8 | 0.4
Cc1ccc(CN2CCSc3ccc(C(=O)NCCCN4CCN(C)CC4)cc32)cc1 | 24.0 | 23.5 | -1.8 | ? | -1.6 | 1.3 | 10.6 | 19.1
Nc1ccccc1C(=O)N/N=C1\C2CN3CCN(C2)CC1(c1ccccc1)C3 | 4.1 | 3.3 | -11.8 | -1.0 | -6.6 | 0.5 | -5.6 | 5.8
CCN(Cc1nc(-c2cccc(Cl)c2)no1)CC1CCCO1 (stereo unspecified) | -15.5 | 9.4 | -16.3 | 2.5 | -4.3 | -1.6 | 1.4 | 10.2
CSc1c(-c2ccccn2)c(N)nn1C(=O)C1CCC1 | -0.1 | 8.1 | -3.1 | 5.8 | 1.0 | -1.4 | -4.8 | -9.6

Only EBI2 block, Gli-Sufu block and CXCR6 block (four entries from above):
compound | EBI2 block | Gli-Sufu block | CXCR6 block
Cc1cccc(OC(C)C(=O)N2CCCc3ccccc32)c1 (stereo unspecified) | 10.8 | 1.8 | -0.4
COc1ccc(CCN(C)CC(O)c2ccccc2)cc1OC (stereo unspecified) | -1.8 | -5.5 | 0.3
CCN(Cc1nc(-c2cccc(Cl)c2)no1)CC1CCCO1 (stereo unspecified) | -16.3 | -15.5 | 1.4
CCOC(=O)C(CSCc1ccccc1)NC(=O)OC(C)(C)C (stereo unspecified) | -12.0 | 34.8 | 1.8
